Source: PubChem
OXTR ag = activates the human oxytocin receptor. P30559. CHO-OTR cells, Fluo-8 calcium fluorescence; normalized: DMSO 0%, oxytocin 100%. activation, % at 3 µM. 320,000 tested, 0.32% active. AID 2435;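 active = activation above the mean of all tested compounds plus 3 SD, cutoff set per screening run, cut at about 20% in these data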;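 note: peak over basal fluorescence ratio from a 100 s FLIPR kinetic read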
Target sequence (P30559 whole entry, looked up): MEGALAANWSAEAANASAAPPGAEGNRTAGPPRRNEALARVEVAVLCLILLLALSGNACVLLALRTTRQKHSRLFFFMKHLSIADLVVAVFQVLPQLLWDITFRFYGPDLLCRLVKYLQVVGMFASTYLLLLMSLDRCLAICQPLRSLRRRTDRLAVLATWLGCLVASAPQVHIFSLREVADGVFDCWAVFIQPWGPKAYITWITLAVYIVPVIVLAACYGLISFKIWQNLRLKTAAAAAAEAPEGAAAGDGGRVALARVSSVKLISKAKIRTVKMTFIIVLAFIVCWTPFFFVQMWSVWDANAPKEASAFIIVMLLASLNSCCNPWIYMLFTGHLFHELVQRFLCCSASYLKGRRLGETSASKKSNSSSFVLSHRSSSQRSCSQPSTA
Starred values were filed as active, the others as inactive. Not all compounds are listed. The share of hits here may be higher or lower than overall.

The first four compounds, ahead of the listing:
Results for Cc1nc([N+](=O)[O-])cn1CC(=O)c1ccc(Br)cc1 ?
OXTR ag: 0.6

What do the screens show for `CCCCN(C(=O)C1CCC1)c1c(N)n(Cc2ccccc2)c(=O)[nH]c1=O`?
OXTR ag: 0.8

What do the screens show for `O=C(Nc1ccc2c(c1)OCO2)c1cc(Cl)ccn1`?
OXTR ag: -0.9

What do the screens show for `O=C(O)C(Cc1ccc(O)cc1)N1C(=O)c2c(Cl)c(Cl)c(Cl)c(Cl)c2C1=O` (stereo not given)?
OXTR ag: 0.7

The whole of this part (from the top)
Results for Cc1nc([N+](=O)[O-])cn1CC(=O)c1ccc(Br)cc1 ?
OXTR ag: 0.6

What do the screens show for `CCCCN(C(=O)C1CCC1)c1c(N)n(Cc2ccccc2)c(=O)[nH]c1=O`?
OXTR ag: 0.8

What do the screens show for `O=C(Nc1ccc2c(c1)OCO2)c1cc(Cl)ccn1`?
OXTR ag: -0.9

What do the screens show for `O=C(O)C(Cc1ccc(O)cc1)N1C(=O)c2c(Cl)c(Cl)c(Cl)c(Cl)c2C1=O` (stereo not given)?
OXTR ag: 0.7

What do the screens show for `Cc1cc(C)cc(C(=O)OCC(=O)N2CCCCCC2)c1`?
OXTR ag: -1.5

What do the screens show for `CCCN(CC(=O)Nc1ccc(F)c(F)c1F)C(=O)c1ccc2c(c1)NC(=O)CS2`?
OXTR ag: 3.2

What do the screens show for `CC1CCCCN1C(=O)CN1CCN(S(=O)(=O)c2ccc(Br)cc2Cl)CC1` (stereo not given)?
OXTR ag: 1.7

Results for CCOC(=O)c1c(NC(=O)CSc2nc3ccccc3[nH]2)sc2c1CC(C)(C)NC2(C)C ?
OXTR ag: 3.7

Results for CC1CCCCC1NC(=O)COc1cccnc1[N+](=O)[O-] (stereo not given) ?
OXTR ag: 1.6

How did CCCn1nc(C(=O)N2CCc3ccccc32)c2ccccc2c1=O do in these assays?
OXTR ag: -1.8

How did Cc1cccnc1NC(=O)CSc1ccc2c(c1)OCCO2 do in these assays?
OXTR ag: 0.5

What do the screens show for `CCCCNc1c(-c2cccc(-c3cc(C(C)=O)cs3)c2)nc2cc(C)ccn12`?
OXTR ag: -2.0

Results for CC(=O)c1sc(NC(=O)CS(=O)(=O)c2ccccc2)nc1C ?
OXTR ag: 0.3

How did COc1ccc(Br)c(C(=O)OCC(=O)NC2CC2)c1 do in these assays?
OXTR ag: 0.7

Results for COc1ccc(C(C)=O)cc1COC(=O)CCC(=O)N(CC(C)C)c1c(N)n(CC(C)C)c(=O)[nH]c1=O ?
OXTR ag: -0.7

Results for C=CC[C@@H](CC(=O)N(CCO)Cc1ccccc1)C(=O)NC[C@@H](OC(=O)[C@@H](CC=C)CC(=O)OC(C)(C)C)c1ccccc1 ?
OXTR ag: -1.7

What do the screens show for `O=C(CSc1nnnn1-c1ccccc1)NC(=O)Cc1ccccc1`?
OXTR ag: 0.8

What do the screens show for `CCN(C(=O)CSc1n[nH]c(N)n1)C1CCCCC1`?
OXTR ag: 1.1

How did CCOc1ccc(S(=O)(=O)NCCC(=O)NC(C)CCc2ccccc2)cc1 (stereo not given) do in these assays?
OXTR ag: -0.2

How did COc1cccc(C2(C)NC(=O)N(CC(=O)Nc3ccc(N4CCOCC4)cc3)C2=O)c1 (stereo not given) do in these assays?
OXTR ag: -0.2

Results for CC(=O)c1cc2c(cc1NC(=O)CCc1c(C)nc3ncnn3c1C)OCO2 ?
OXTR ag: 0.4

Results for Cn1c(Cc2cccs2)nnc1SCC(=O)Nc1ccc(F)cc1F ?
OXTR ag: -0.6

What do the screens show for `CCN1CCN(c2ccc(NC(=O)c3cc(S(=O)(=O)N4CCCC4)ccc3Cl)cc2)CC1`?
OXTR ag: 2.5

What do the screens show for `O=C(COC(=O)/C=C/c1ccc(Cl)cc1)NC1CC1`?
OXTR ag: 5.2

What do the screens show for `O=C(Nc1cccc(N2C(=O)C=CC2=O)c1)c1cccs1`?
OXTR ag: 1.8

How did CC(=O)Nc1ccc(NC(=O)CSc2nnc3ccc(-c4ccccn4)nn23)cc1 do in these assays?
OXTR ag: 0.9

What do the screens show for `Cc1ccc(CNC(=O)COC(=O)c2ccc(S(=O)(=O)NCc3ccco3)cc2)cc1`?
OXTR ag: 0.5

Results for Cc1c(Br)cnn1C(C)C(=O)N1CCN(c2ccccc2F)CC1 (stereo not given) ?
OXTR ag: -0.2

What do the screens show for `O=c1c2ccccc2ccc2ccccc12`?
OXTR ag: -2.1

How did Cc1nnc(SC(C)C(=O)NCC2CCCO2)s1 (stereo not given) do in these assays?
OXTR ag: 0.8

How did Cc1cccc(C(C)C)c1NC(=O)COC(=O)c1cc2ccccc2oc1=O do in these assays?
OXTR ag: 2.1

Results for COc1ccccc1C(=O)NCCC(=O)NCCCSc1ccccc1 ?
OXTR ag: -0.1

What do the screens show for `COc1ccccc1N1C(=O)C(=O)N(C)C1=O`?
OXTR ag: 0.2

What do the screens show for `O=C(NCCN1CCOCC1)c1cc(-c2ccc(F)cc2)nc2ccccc12`?
OXTR ag: 0.9

Results for CCN(CC(=O)Nc1ccc2c(c1)OCCO2)C(=O)C1CC(=O)N(c2ccc(OC)cc2OC)C1 (stereo not given) ?
OXTR ag: -0.3

What do the screens show for `CCCCn1c(N)c(N(CC(C)C)C(=O)CSCC(=O)Nc2cccc(C)c2)c(=O)[nH]c1=O`?
OXTR ag: -0.6

Results for Cc1ccccc1C(=O)NCC(=O)OC(C)C(=O)NCc1ccco1 (stereo not given) ?
OXTR ag: 0.3

What do the screens show for `COc1ccc(C(=O)OCC(=O)NC23CC4CC(CC(C4)C2)C3)c(OC)c1OC`?
OXTR ag: -1.4

Results for CCN(CC(=O)Nc1ccccc1OC)C(=O)/C=C/c1cccs1 ?
OXTR ag: -1.8

Results for CC1CCCCC12NC(=O)N(CC(=O)OCC(=O)N(C)C1CCCCC1)C2=O (stereo not given) ?
OXTR ag: -1.2

How did Cc1nc(SCCc2nc3ccccc3[nH]2)c2oc3ccccc3c2n1 do in these assays?
OXTR ag: -1.7

How did O=C(CCc1nc(-c2ccc(F)cc2)no1)NCc1ccccc1CN1CCOCC1 do in these assays?
OXTR ag: 2.2

Results for CCOc1ccc(S(=O)(=O)N2CCN(C(=O)CN3C(=O)NC4(CCCC4)C3=O)CC2)cc1 ?
OXTR ag: -0.8

Results for C[C@H]1CN=C(N(C)C)N1CCCCc1ccccc1 ?
OXTR ag: 0.0

Results for C[C@@H]1CN([C@H](C)CO)C(=O)c2cc(NS(=O)(=O)c3ccc(F)cc3)ccc2O[C@@H]1CN(C)Cc1ccc(Cl)c(Cl)c1 ?
OXTR ag: 2.1

How did NN=C(c1ccccc1)c1ccccc1 do in these assays?
OXTR ag: -0.4

How did COc1ccc(S(=O)(=O)N2CCN(C(=O)c3cc4c(s3)CCC4)CC2)cc1 do in these assays?
OXTR ag: 10.0

What do the screens show for `CC(C)[C@H](NC(=O)c1ccccc1)C(=O)Nc1cccc(S(=O)(=O)N2CCOCC2)c1`?
OXTR ag: -0.4

What do the screens show for `O=C(COC(=O)CC1CC2CCC1C2)Nc1ccc(Cl)c(S(=O)(=O)N2CCOCC2)c1` (stereo not given)?
OXTR ag: 8.2

What do the screens show for `CN1CCN(S(=O)(=O)c2cccc(C(=O)N(C)C(c3ccccc3)c3ccccc3)c2)CC1`?
OXTR ag: -0.1

What do the screens show for `C=CCn1c(SCC(=O)Nc2cccc(S(=O)(=O)N(C)c3ccccc3)c2)nnc1C1CC1`?
OXTR ag: -0.6

How did Cc1cnc(C(=O)OCC(=O)Nc2ccc(OCc3ccccc3)cc2)cn1 do in these assays?
OXTR ag: 9.4

How did CC(=O)c1ccc(Cl)c(Cl)c1Cl do in these assays?
OXTR ag: 0.9

How did Cn1nc(C(=O)Nc2cccc(S(=O)(=O)N3CCOCC3)c2)c2ccccc2c1=O do in these assays?
OXTR ag: 0.3

How did CN(C)C(=O)COC(=O)c1cccc(S(=O)(=O)N2CC3(C)CC2CC(C)(C)C3)c1 (stereo not given) do in these assays?
OXTR ag: 0.8

What do the screens show for `CCOC(=O)c1cccc(C2=CC(=O)CC(C)(C)C2)c1`?
OXTR ag: -2.1

Results for CCOC(=O)[C@H]1[C@H]2COc3cc(OC)ccc3[C@@H]2N2C(=O)c3cc(OC)ccc3NC(=O)[C@@]12C ?
OXTR ag: -1.2

What do the screens show for `Cc1cccc(C)c1NC(=O)CNC(=O)c1cccc(S(=O)(=O)NCc2cccs2)c1`?
OXTR ag: 0.1

How did O=C(COC(=O)c1cc(S(=O)(=O)N2CCOCC2)c(Cl)cc1Cl)NC1CC1 do in these assays?
OXTR ag: 1.8

What do the screens show for `COc1ccc(C(=O)NCC2CCCN2S(=O)(=O)c2cccs2)cc1OC` (stereo not given)?
OXTR ag: 1.6

Results for COc1ccc(C(C)=O)c(Oc2ccc(S(=O)(=O)N3CCOCC3)cn2)c1 ?
OXTR ag: 0.6

What do the screens show for `CC1CCC2(CC1)NC(=O)N(CC(=O)N1c3ccccc3CC1C)C2=O` (stereo not given)?
OXTR ag: -1.7

How did NS(=O)(=O)c1cnccc1Nc1cccc(Br)c1 do in these assays?
OXTR ag: 1.4

How did Cc1ccc(NC(=O)CN2C(=O)NC3(CCCCC3)C2=O)cc1S(=O)(=O)N1CCOCC1 do in these assays?
OXTR ag: 0.9

What do the screens show for `CC(NC(=O)COC(=O)C1CCC1)c1ccccc1` (stereo not given)?
OXTR ag: -0.6

What do the screens show for `CCOc1ccc(S(=O)(=O)N(CC)CC(=O)NC2CCS(=O)(=O)C2)cc1` (stereo not given)?
OXTR ag: 0.7

How did COc1cc(OC)c(N(C)C(=O)c2cc3c(s2)-c2ccccc2S(=O)(=O)C3)cc1Cl do in these assays?
OXTR ag: 0.0

How did CC(C)[C@H](NC(=O)OCc1ccccc1)C(=O)OCC(=O)c1ccccc1 do in these assays?
OXTR ag: -1.6

What do the screens show for `COc1cc(NC(=O)CSCC(=O)N(C)C2CCCCC2)cc(OC)c1`?
OXTR ag: 0.6

Results for Nn1c(SCC(=O)NC2CCCc3ccccc32)nnc1C1CC1 (stereo not given) ?
OXTR ag: 1.1

Results for O=C(NCc1ccccn1)c1c(-c2ccccc2)sc2ccccc12 ?
OXTR ag: -0.5

Results for CC1(C)Oc2cc3oc(=O)ccc3cc2C[C@@H]1O ?
OXTR ag: 0.7

3 entries picked at random from the list so far, as already listed:
How did CN(C)C(=O)COC(=O)c1cccc(S(=O)(=O)N2CC3(C)CC2CC(C)(C)C3)c1 (stereo not given) do in these assays?
OXTR ag: 0.8

What do the screens show for `O=C(COC(=O)/C=C/c1ccc(Cl)cc1)NC1CC1`?
OXTR ag: 5.2

How did COc1ccc(S(=O)(=O)N2CCN(C(=O)c3cc4c(s3)CCC4)CC2)cc1 do in these assays?
OXTR ag: 10.0

(more compounds)
How did O=C(Nc1cccc2ccccc12)NC1CCCCC1O (stereo not given) do in these assays?
OXTR ag: 0.6

How did CCOc1ccc(OCCC(=O)NNC(=O)c2ccccc2Cl)cc1 do in these assays?
OXTR ag: -0.4

Results for O=C(O)C(C(O)c1ccc([N+](=O)[O-])cc1)[n+]1ccccc1 (stereo not given) ?
OXTR ag: -0.3

Results for O=C(COC(=O)Cc1ccc(Cl)cc1)NCc1ccco1 ?
OXTR ag: 0.7

What do the screens show for `CN(CCO)c1ccc(C=NNc2ccc([N+](=O)[O-])cc2S(=O)(=O)Nc2ccccc2C(=O)O)cc1`?
OXTR ag: 4.3

What do the screens show for `COc1ccc(C(=O)NCCS(=O)(=O)N2CCN(C(=O)c3ccco3)CC2)cc1`?
OXTR ag: -1.1

What do the screens show for `CCN(C[C@H]1N[C@@](CC)(C(=O)OC)[C@H]2C(=O)N(C)C(=O)[C@@H]12)C(=O)Nc1ccc(Cl)cc1`?
OXTR ag: 0.6

What do the screens show for `CC(=O)Nc1cccc(NC(=O)COc2ccc3c(c2)CCC3)c1`?
OXTR ag: 12.8

Results for COc1ccc(C(=O)COC(=O)c2ccccc2O)c(OC)c1 ?
OXTR ag: 0.6

Results for Cc1onc(-c2ccccc2Cl)c1C(=O)N[C@@H](C)c1ccccc1 ?
OXTR ag: -3.1

What do the screens show for `COc1ccccc1S(=O)(=O)N1CCNC(=O)C1`?
OXTR ag: 0.8

How did O=C(NC1CC(=O)N(c2ccccc2)C1)C1CC1 (stereo not given) do in these assays?
OXTR ag: 0.1

Not a retest: entries from further up.
Results for Cc1onc(-c2ccccc2Cl)c1C(=O)N[C@@H](C)c1ccccc1 ?
OXTR ag: -3.1

What do the screens show for `COc1ccccc1S(=O)(=O)N1CCNC(=O)C1`?
OXTR ag: 0.8

How did O=C(NC1CC(=O)N(c2ccccc2)C1)C1CC1 (stereo not given) do in these assays?
OXTR ag: 0.1

New compounds follow:
What do the screens show for `Cc1ccc(OCCNS(=O)(=O)c2ccc(Cl)cc2)cc1`?
OXTR ag: 1.8

How did Cc1ccc(C(C)NC(=O)c2cccs2)cc1C (stereo not given) do in these assays?
OXTR ag: -0.6

Results for COc1ccc(C(=O)OCC(=O)Nc2sccc2C(N)=O)cc1[N+](=O)[O-] ?
OXTR ag: 6.3

Results for CNC(=O)c1c(NC(=O)CCS(=O)(=O)c2ccc(Cl)cc2)sc2c1CCN(C(=O)OC)C2 ?
OXTR ag: -0.5

How did CC1CCC(NC(=O)CN2C(=O)C3CC=CCC3C2=O)CC1 (stereo not given) do in these assays?
OXTR ag: 0.5

Results for CC(=O)Nc1ccc(NC(=O)C(NS(=O)(=O)c2ccc3c(c2)OCCO3)C(C)C)cc1 (stereo not given) ?
OXTR ag: 0.0

What do the screens show for `COc1ccc(NS(=O)(=O)c2cccc3ccccc23)cc1`?
OXTR ag: -0.3

How did Cc1csc(NC(=O)c2oc3ccccc3c2C)n1 do in these assays?
OXTR ag: -2.0

What do the screens show for `Nc1cccnc1Sc1ccccc1`?
OXTR ag: -0.1

What do the screens show for `CSc1ccccc1NC(=O)CN(C)C(=O)COc1cccc2cccnc12`?
OXTR ag: 0.3

How did CCCCn1c(N)c(N(CCOC)C(=O)CSc2ccccc2C)c(=O)[nH]c1=O do in these assays?
OXTR ag: -0.8

What do the screens show for `CC12CC3CC(C1)CC(C(=O)NNC(=O)c1ccncc1)(C3)C2`?
OXTR ag: 0.4

What do the screens show for `COc1cc(S(=O)(=O)N2CCOCC2)cc(C(=O)OCC(=O)NCc2ccco2)c1OC`?
OXTR ag: 0.3

What do the screens show for `O=C(CNC(=O)c1ccc(Br)o1)Nc1cccc(S(=O)(=O)N2CCCC2)c1`?
OXTR ag: -0.8
